CIT2-GFP yeast: modulators of CIT2-GFP expression in yeast, primary screen, S. cerevisiae, GFP fusion, multiplex flow cytometry, MLPCN library. S. cerevisiae CIT2-GFP strain, 3 h; 100 means same as DMSO wells. GFP response vs DMSO, % at 10 µM. actives 0.065% (n = 320,000);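 active means GFP response relative to DMSO above a set limit, near the screen mean plus 3 SD, cut at about 150% in these data; inconclusive means Fewer than 70 cells measured for a yeast strain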;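 further: ratio of well median GFP fluorescence to mean of DMSO wells on the plate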
Yeast superoxide: reduction of superoxide in aged yeast, primary screen, HTS. superoxide response (% of plate mean), % at 10 µM. S. cerevisiae aged cells, superoxide DHE fluorescence; active compounds read low. actives 0.18% (n = 330,000);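 active means superoxide response under a set limit, about three screen SD below normal, cut at about 65% in these data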;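 further: yeast aged for seven days with compound at 30 °C before DHE staining; 100% = average MFI of all compound-treated wells on the plate with controls excluded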
GLD-1 RNA inh: GLD-1/TGE RNA complex disruptors, primary screen, biochemical, fluorescence polarization; actives 0.44% (n = 320,000); Female germline-specific tumor suppressor gld-1 (Caenorhabditis elegans), Q17339; purified GLD-1 + fluorescein TGE RNA; inhibition, % at 5.96 µM;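 active means percent inhibition above a per-plate cutoff, the plate mean of test compounds plus 3 SD, cut at about 30% in these data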;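 further: 0% = DMSO wells with GLD-1 and probe and 100% = wells lacking GLD-1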
Target sequence (Q17339 whole entry, looked up): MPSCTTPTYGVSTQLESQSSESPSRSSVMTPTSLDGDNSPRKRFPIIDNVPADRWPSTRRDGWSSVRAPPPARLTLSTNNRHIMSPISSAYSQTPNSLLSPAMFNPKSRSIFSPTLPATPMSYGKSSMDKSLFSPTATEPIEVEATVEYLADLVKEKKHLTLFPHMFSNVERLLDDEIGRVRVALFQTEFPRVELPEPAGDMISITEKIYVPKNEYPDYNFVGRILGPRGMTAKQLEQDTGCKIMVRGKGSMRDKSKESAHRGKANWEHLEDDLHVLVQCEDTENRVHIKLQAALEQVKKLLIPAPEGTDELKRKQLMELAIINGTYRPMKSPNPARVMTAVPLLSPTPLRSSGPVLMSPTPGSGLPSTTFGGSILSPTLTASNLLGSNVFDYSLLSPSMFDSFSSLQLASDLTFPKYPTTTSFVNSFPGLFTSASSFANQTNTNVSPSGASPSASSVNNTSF
MEX-5 binding: MEX-5 zinc finger RNA-binding disruptors – biochemical, C. elegans, fluorescence polarization, MLPCN library, primary screen; actives 0.38% (n = 300,000); AID 1832, 2009; Zinc finger protein mex-5 (Caenorhabditis elegans), Q9XUB2; activity score (negative = inhibition of binding), % at 10 µM; MEX-5/FITC-TCR2 RNA binding; active compounds read low;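 active means inhibition past about -25% in most replicates, and total fluorescence under double the plate's negative control median, limit read from the data; inconclusive means replicates evenly split on the limit, or fluorescence at least double controls; inactive means too little inhibition in most replicates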;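 further: 0% = DMSO and -100% = 5 µM competing unlabeled TCR2 RNA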
MCL1 BIM primary: inhibitors of MCL1 binding to BIM-BH3, primary screen, biochemical, fluorescence polarization. GST-MCL1 / FITC-Bim-BH3 fluorescence polarization. Induced myeloid leukemia cell differentiation protein Mcl-1 (Homo sapiens), Q07820. actives 0.68% (n = 320,000). inhibition, % at 10.9 µM;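 active means inhibition above the mean inhibition of all tested compounds plus 3 SD, set per campaign, cut at about 40% in these data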;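 further: 0% = DMSO wells and 100% = unlabeled Bim-BH3 peptide control; higher means more loss of mP so more displacement of Bim peptide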
Target sequence (Q07820 whole entry, looked up): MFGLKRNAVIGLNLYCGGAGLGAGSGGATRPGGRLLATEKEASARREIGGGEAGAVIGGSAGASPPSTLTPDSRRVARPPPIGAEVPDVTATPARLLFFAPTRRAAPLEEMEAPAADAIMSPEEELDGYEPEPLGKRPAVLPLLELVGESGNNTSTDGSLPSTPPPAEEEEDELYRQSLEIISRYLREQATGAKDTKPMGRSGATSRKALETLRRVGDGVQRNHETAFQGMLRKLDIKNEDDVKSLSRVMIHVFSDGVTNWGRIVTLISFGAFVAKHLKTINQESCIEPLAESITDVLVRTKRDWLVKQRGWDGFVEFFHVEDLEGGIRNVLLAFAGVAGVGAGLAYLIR
Bcl-xL primary: inhibitors of human Bcl-xL, primary screen, biochemical, fluorescence polarization, HTS; Bcl-2-like protein 1 (Homo sapiens), Q07817; GST-Bcl-xL / FITC-Bim BH3 peptide fluorescence polarization; inhibition, % at 10.9 µM; actives 0.7% (n = 320,000); AID 2129, 2009;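 active means inhibition above the mean of all tested compounds plus 3 SD, cutoff set per campaign, cut at about 30% in these data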;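 further: 0% = DMSO wells and 100% = unlabeled Bim-BH3 peptide competitor; inhibitors lower millipolarization by displacing the labeled peptide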
Target sequence (Q07817 whole entry, looked up): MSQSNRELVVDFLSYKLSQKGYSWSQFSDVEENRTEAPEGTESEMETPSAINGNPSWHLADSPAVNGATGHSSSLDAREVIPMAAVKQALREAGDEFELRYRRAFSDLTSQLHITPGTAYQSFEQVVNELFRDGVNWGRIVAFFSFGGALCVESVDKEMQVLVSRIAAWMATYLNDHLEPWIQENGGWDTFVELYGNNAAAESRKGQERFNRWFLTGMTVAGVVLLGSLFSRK
VLA-4 inh: inhibition in human VLA-4 binding assay, primary screen, VLA-4 allosteric modulator project, MLPCN library, flow cytometry, VLA-4 expressing cells; Integrin alpha-4 (Homo sapiens), P13612; actives 0.2% (n = 330,000); inhibition, % (about 7 µM as worked out from the volumes in the protocol); ligand binding flow cytometry; in the data active means inhibition above about 50%
AGP1-GFP MLPCN: modulators of AGP1-GFP expression in yeast TOR pathway, primary screen, cell-based, multiplex flow cytometry, S. cerevisiae, MLPCN library; GFP response vs DMSO, % at 10 µM; actives 0.02% (n = 320,000); AID 2066, 2009; 3 h; GFP as percent of DMSO wells;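 active means GFP response relative to DMSO above a set limit, near screen average plus 3 SD, cut at about 150% in these data; inconclusive means fewer than 70 cells counted for the yeast strain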;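 further: median GFP channel fluorescence of the gated AGP1 strain per well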
GRK2 aptamer HTS: compounds blocking aptamer binding on GRK2 – biochemical, human GRK2, bead flow cytometry, HTS, primary screen; actives 0.59% (n = 330,000); Beta-adrenergic receptor kinase 1 (Homo sapiens), P25098; FAM-aptamer displacement from GRK2; inhibition of aptamer binding, % at 10 µM; AID 488847, 2010;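 active means inhibition of aptamer binding above 40%, roughly 3 SD of noise, on plates passing a quality check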;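 further: median bead fluorescence of bound FAM aptamer so fluorescent compounds give negative values; no value below 0 was filed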
Starred values were filed as active, the others as inactive; ? = inconclusive; · = not tested or not shown.

SMILES	CIT2-GFP yeast	Yeast superoxide	GLD-1 RNA inh	MEX-5 binding	MCL1 BIM primary	Bcl-xL primary	VLA-4 inh	AGP1-GFP MLPCN	GRK2 aptamer HTS
CC1=C2C3OC(=O)C(C)[C@@H]3CC[C@](C)(O)C2C2C3C4C5(C12)[C@H]1OC(=O)[C@@H](C)C1CC[C@]4(C)O[C@]5(C)[C@@H]3O (some centres undefined)	99	88	5	3.7	-6	1	10	107	0
COc1ccccc1CCNC(=O)C(C)n1nc(C)c2c(C)n(-c3ccccc3)nc2c1=O (centres undefined)	106	91	3	0.5	8	5	6	101	1
CC(CC(=O)N1CCN(c2ccccc2F)CC1)c1ccccc1 (centres undefined)	97	93	3	-1.6	0	-1	-25	108	0
CN(C)c1ccc(C=Nc2ccccc2)cc1	99	95	5	2.1	2	2	7	100	3
CCN(CC)S(=O)(=O)c1ccc(F)c(C(=O)NCCCN2CCOCC2)c1	115	89	0	-0.3	8	6	0	110	3
Cc1ccc(C2SCC(=O)N2c2ccccc2)cc1 (centres undefined)	101	98	6	1.8	15	5	0	102	0
CC(=O)Nc1ccc(S(=O)(=O)NCc2ccc(C(=O)NCCN3CCCCCC3)cc2)cc1	91	101	3	2.0	1	2	19	97	0
NC(=O)CSc1nnc(-c2ccccc2F)n1C1CC1	98	90	2	0.3	-6	-1	-8	99	1
CCCc1cc(=O)[nH]c2nnc(SCC(=O)NC3CCCC3)n12	85	100	4	-0.6	6	8	5	110	2
O=C(CSCc1ccccc1)Nc1ccc(Cl)cn1	101	101	3	3.4	3	1	17	100	0
COc1cc(C)c(Cl)cc1S(=O)(=O)NCc1ccccn1	98	86	-8	1.4	0	3	18	96	0
COc1ccc(NC(=O)C2CCN(C(=O)[C@@H]3Cc4ccccc4CN3)CC2)cc1	111	83	-4	-0.9	1	1	25	106	0
CC(C)(C)n1nnnc1C(c1ccccc1F)N(Cc1ccco1)CC1CCCO1 (centres undefined)	95	120	-2	-0.7	1	-1	9	99	2
O=C(c1ccc2c(=O)n(CCc3ccccc3)c(=O)[nH]c2c1)N1CCN(c2ccc(F)cc2)CC1	108	102	4	2.4	5	1	-14	108	0
CCOc1cccc(OCCn2cnc3ccccc3c2=O)c1	120	100	-2	-0.4	-2	0	14	96	0
O=C1NCCNC(=O)c2ccccc2OCCOc2ccccc21	102	105	12	0.8	0	1	19	98	0
Brc1ccccc1OCCCn1cnc2ccccc21	106	80	-3	1.4	2	6	2	104	0
O=C(c1ccccc1)c1coc2ccc(O)c(Cl)c12	89	83	7	-0.4	-7	0	-4	87	4
CC(C)(C)c1cc(NC(=O)CCl)n(-c2ccccc2)n1	108	85	4	2.5	7	3	-2	97	0
Cc1ccc(C(=O)N(CN2CCCC2=O)c2ccc(F)cc2)cc1C	94	96	-3	0.2	1	4	11	107	0
CC(=O)c1ccc(N(C(=O)Cn2nnc3ccccc32)C(C(=O)NCc2ccccc2)c2ccccn2)cc1 (centres undefined)	110	103	-1	-0.9	2	0	2	105	0
O=C(NCc1cccnc1)c1cc(-c2ccco2)on1	102	110	1	2.1	5	2	-1	103	2
COc1ccc(OCCC(=O)NCCN2CCOCC2)cc1	100	95	-2	1.1	3	-4	12	102	0
C(=N\Nc1nc(N2CCCCCC2)nc(N2CCCCCC2)n1)/c1ccccc1	102	80	5	3.3	11	9	13	93	11
CC1=C(C(=O)Nc2cc(C(=O)NCCC(C)C)ccc2C)SCCO1	101	95	2	1.0	-1	4	6	100	2
CCN(CC(=O)Nc1c(F)cccc1F)C(=O)C1CCN(C(=O)c2ccc(Cl)cc2)CC1	111	95	-4	-1.8	3	-1	0	108	0
COc1ccccc1-c1noc(CCC(=O)Nc2cccc(C(F)(F)F)c2)n1	96	95	3	0.4	9	4	10	100	0
Cc1ccc(C2=NOC(C)(c3nnc(-c4cccc(Cl)c4)o3)C2)cc1 (centres undefined)	90	95	1	0.6	12	4	-10	89	0
Cc1ccc(Cl)cc1N1CCN(C(=O)c2noc(C)c2[N+](=O)[O-])CC1	118	98	-2	0.8	-3	1	-11	103	3
Cc1csc(NC(=O)CNS(=O)(=O)c2cccs2)n1	93	104	-2	-1.7	6	5	-3	96	2
CC1CN(c2ccc([N+](=O)[O-])c(NCCOc3ccc(Cl)cc3)c2)CC(C)N1 (centres undefined)	98	108	·	-2.7	·	·	9	89	0
Cc1ccc(C)c2[nH]c(=O)c(CCNC(=O)c3ccc4c(c3)OCO4)cc12	·	94	2	-2.1	1	4	-2	101	4
CCOc1ccc(S(=O)(=O)Nc2cccc(C(=O)NCC3(N4CCCCC4)CCCCC3)c2)cc1	100	88	3	0.7	5	7	-8	108	0
COCCCNC(=O)c1ccc(CS(=O)(=O)c2ccc(OC)cc2)o1	99	97	3	-2.0	11	3	38	101	0
Cc1ccc2nc(N3C(=O)CNC3=S)sc2c1	70	102	-3	9.0	0	-6	6	87	1
Cc1cc(C)cc(OCc2ccc(C(=O)NN)o2)c1	99	105	-2	3.7	5	-1	18	101	4
CC(Cc1cccs1)NC(=S)Nc1ccc(F)cc1 (centres undefined)	101	86	-4	0.7	4	2	-1	103	3
COc1ccc(C(=O)NCc2nnc(SCC(=O)N3CCc4ccccc43)n2C2CCCCC2)cc1	97	83	-3	-1.0	8	4	13	98	3
O=C(CN1C(=O)C2CCCCC2C1=O)OCC(=O)c1ccc(F)cc1 (centres undefined)	95	96	3	·	-4	-3	1	99	0
O=C(CNc1ccc2ccccc2c1)NNC1=NCCC1	102	104	0	7.8	1	-2	12	103	3
CCCCn1c(=O)c(C(=O)N/N=C/c2ccc(F)cc2)c(O)c2ccccc21	110	81	-2	-0.6	3	-5	9	105	0
N#C/C(=C/Nc1ccccc1F)S(=O)(=O)c1ccc(Cl)cc1	106	91	-4	0.0	10	6	-12	100	0
CC1CCCCN1C(=O)CN1CCN(S(=O)(=O)c2ccc(Br)cc2Cl)CC1 (centres undefined)	103	111	4	·	-1	0	6	110	1
CCC(=O)N1CCc2cc(Br)cc(S(=O)(=O)CCC(=O)NCc3ccco3)c21	106	89	-3	-2.1	4	6	-7	103	7
O=[N+]([O-])c1cccc(-c2cn(-c3ccccc3)c(=S)[nH]2)c1	103	108	4	0.3	14	4	6	104	4
CCCCN(C(=O)CSc1nnnn1C)C1CCS(=O)(=O)C1 (centres undefined)	101	104	0	·	7	8	4	101	0
CCn1nc(C)c(/C=N/NC(=O)Cn2cncn2)c1C	106	105	4	1.4	0	2	-8	102	5
Cc1ccc(-c2nnc(-c3ccccc3)o2)cc1Br	85	100	1	-2.0	3	7	5	96	0
CCOC(=O)/C(C#N)=C/c1ccc(N2CCN(Cc3ccccc3)CC2)cc1	107	82	-25	-17	-62	-31	-12	94	1
O=C(CCc1nnc(Cc2cccc(C(F)(F)F)c2)o1)NC1CC1	105	95	-1	1.1	8	6	0	105	0
COc1ccc(NS(=O)(=O)c2cccc(C(=O)NNC(=O)NCCCl)c2)cc1	108	91	-7	-1.6	4	3	11	102	1
O=C(NCc1ccco1)C(NS(=O)(=O)c1cccc2nsnc12)c1ccccc1 (centres undefined)	·	113	1	1.1	4	-2	-3	100	2
Cc1c(C(=O)NCCSCc2ccc(F)cc2)cnn1-c1ccc(Cl)cc1	81	87	3	1.5	-6	4	1	96	3
CC(=O)c1ccc(NC(=O)CCc2nnc3ccc(NCc4ccco4)nn23)cc1	93	103	6	3.8	2	6	-1	100	0
O=C(N/N=C1\CCCc2oc(C(=O)O)cc21)c1ccccc1	101	90	4	0.2	6	7	12	109	0
Cc1nn(Cc2cccc(C(=O)O)c2)c(C)c1[N+](=O)[O-]	97	94	-3	-2.0	-4	-4	-1	96	2
CCC(NC(=O)c1ccccc1NC(=O)c1ccccc1)C(=O)NNC(=O)CSc1nc2ccccc2o1 (centres undefined)	98	81	5	0.7	9	-2	4	102	1
COC(=O)C1=C(C)Nc2nc(-c3ccccc3)nn2C1c1ccc(C)o1 (centres undefined)	101	96	-2	-3.4	1	-1	-5	102	2
Cc1nn(-c2ncc(C(F)(F)F)cc2Cl)c(=O)n1-c1ccc(F)cc1	121	96	-1	-2.3	7	3	5	112	1
Cc1ccnc(NC(=O)Cn2c(=O)oc3ccccc32)c1	101	99	-2	-5.5	1	5	7	95	7

Other structures follow.
SMILES	CIT2-GFP yeast	Yeast superoxide	GLD-1 RNA inh	MEX-5 binding	MCL1 BIM primary	Bcl-xL primary	VLA-4 inh	AGP1-GFP MLPCN	GRK2 aptamer HTS
CC(C)OCCCn1c(=NC(=O)c2cccs2)c(C#N)cc2c(=O)n3ccccc3nc21	119	117	58*	?	114*	106*	-3	118	6
Cc1cccc(NC(=O)CSc2nnc(CSc3nc(C)cc(C)n3)o2)c1	92	99	2	-3.1	9	31*	-2	104	0
CC1SC(C)C(=O)N(CC(=O)Nc2ccc3c(c2)OCO3)C1=O (centres undefined)	99	97	-3	2.3	4	3	2	98	6
Cc1cc(=O)oc2cc(OCc3ccc(C(=O)N4CCN(c5ccccc5)CC4)cc3)ccc12	94	103	7	3.0	4	10	9	96	1
O=S(=O)(Nc1nc2ccccc2nc1Cl)c1ccc(Br)cc1	97	111	4	-3.1	6	9	-10	90	4
COc1ccc(CC(NC(C)=O)C(=O)NC2CCN(c3ncccc3[N+](=O)[O-])CC2)cc1 (centres undefined)	100	93	-5	-0.8	11	2	2	94	4
O=C(Cc1ccc(F)cc1)NC1CCCCCC1	96	98	4	-1.6	-1	1	14	107	2
CCn1c(-c2cc(-c3cc(C)ccc3C)nc3ccccc23)n[nH]c1=S	102	97	0	-0.7	-5	-4	10	101	1
COCc1ccc(-c2c(-c3cccc(OC)c3)sc3ccc(OC)cc23)cc1	106	108	0	·	-7	-4	5	104	3
C[C@H](NC(=O)c1nc[nH]c1C(=O)NCC(=O)OC(C)(C)C)C(=O)OC(C)(C)C	93	118	0	-2.2	-6	-1	5	94	0
CCN(CC)c1ccc(C2Nc3cccc4cccc(c34)N2)c(O)c1	87	104	-2	·	-19	-8	-18	95	4
COCCn1c(=NC(=O)c2ccc(S(=O)(=O)N3CCc4ccccc4C3)cc2)sc2cc(S(N)(=O)=O)ccc21	103	122	5	0.3	4	1	4	98	3
COCCNC(=O)Cc1ccc(Br)cc1	97	105	-1	-1.8	-2	1	-3	102	0
